Screening data (PubChem)
BCLXL inh = inhibitors of human Bcl-xL, primary screen, biochemical, fluorescence polarization, HTS; Bcl-2-like protein 1 (Homo sapiens), Q07817; GST-Bcl-xL / FITC-Bim BH3 peptide fluorescence polarization; inhibition, % at 10.9 µM; 320,000 compounds, 0.7% hits; AID 2129, 2009;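 active = inhibition above the mean of all tested compounds plus 3 SD, cutoff set per campaign, cut at about 30% in these data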;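 also: 0% = DMSO wells and 100% = unlabeled Bim-BH3 peptide competitor; inhibitors lower millipolarization by displacing the labeled peptide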
Target sequence (Q07817 whole entry, looked up): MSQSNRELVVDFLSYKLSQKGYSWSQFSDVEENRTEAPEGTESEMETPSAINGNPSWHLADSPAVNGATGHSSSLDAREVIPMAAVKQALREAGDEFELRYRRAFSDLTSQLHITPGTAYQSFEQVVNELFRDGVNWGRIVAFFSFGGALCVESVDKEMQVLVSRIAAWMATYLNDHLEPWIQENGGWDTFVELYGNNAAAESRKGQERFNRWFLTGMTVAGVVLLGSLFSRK
GLD-1 TGE inh = GLD-1/TGE RNA complex disruptors, primary screen, biochemical, fluorescence polarization. Female germline-specific tumor suppressor gld-1 (Caenorhabditis elegans), Q17339. purified GLD-1 + fluorescein TGE RNA. inhibition, % at 5.96 µM. 320,000 compounds, 0.44% hits. AID 2280, 2010;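 active = percent inhibition above a per-plate cutoff, the plate mean of test compounds plus 3 SD, cut at about 30% in these data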;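 also: 0% = DMSO wells with GLD-1 and probe and 100% = wells lacking GLD-1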
MEX-5 binding = MEX-5 zinc finger RNA-binding disruptors – biochemical, C. elegans, fluorescence polarization, MLPCN library, primary screen | MEX-5/FITC-TCR2 RNA binding; active compounds read low | Zinc finger protein mex-5 (Caenorhabditis elegans), Q9XUB2 | activity score (negative = inhibition of binding), % at 10 µM | 300,000 compounds, 0.38% hits | AID 1832, 2009;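 active = inhibition past about -25% in most replicates, and total fluorescence under double the plate's negative control median, limit read from the data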;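 also: 0% = DMSO and -100% = 5 µM competing unlabeled TCR2 RNA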
Target sequence (Q9XUB2 whole entry, looked up): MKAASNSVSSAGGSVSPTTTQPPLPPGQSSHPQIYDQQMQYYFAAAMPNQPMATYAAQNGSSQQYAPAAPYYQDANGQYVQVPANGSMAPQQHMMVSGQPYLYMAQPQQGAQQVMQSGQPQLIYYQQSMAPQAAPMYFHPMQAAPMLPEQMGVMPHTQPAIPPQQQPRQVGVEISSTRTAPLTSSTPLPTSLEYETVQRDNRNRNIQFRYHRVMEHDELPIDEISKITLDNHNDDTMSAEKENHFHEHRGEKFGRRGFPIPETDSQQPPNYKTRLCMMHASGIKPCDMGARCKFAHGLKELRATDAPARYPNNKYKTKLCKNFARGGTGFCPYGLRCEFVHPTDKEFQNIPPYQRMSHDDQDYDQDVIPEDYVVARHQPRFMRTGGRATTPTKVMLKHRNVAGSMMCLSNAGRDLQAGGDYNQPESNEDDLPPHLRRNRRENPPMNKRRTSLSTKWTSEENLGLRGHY
Efflux pump inh = inhibitors of Candida efflux pumps in yeast, primary screen, S. cerevisiae, Nile Red, multiplex. S. cerevisiae Candida pump triplex. AID 485275, 2010. 330,000 compounds, 0.44% hits. inhibition, % at 10 µM;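 active = plate passing quality check with inhibition over a set limit, or well fluorescence over plate mean plus 4 SD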;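 also: Nile Red retained in pooled yeast measured as flow cytometry median fluorescence; 0% = buffer negative control and 100% = Enniatin B positive control; higher means more Nile Red kept so more efflux inhibition; some compounds called inactive have numbers as strong as hits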
GRK2 inh = compounds blocking aptamer binding on GRK2 – biochemical, human GRK2, bead flow cytometry, HTS, primary screen; AID 488847, 2010; Beta-adrenergic receptor kinase 1 (Homo sapiens), P25098; 330,000 compounds, 0.59% hits; inhibition of aptamer binding, % at 10 µM; FAM-aptamer displacement from GRK2;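 active = inhibition of aptamer binding above 40%, roughly 3 SD of noise, on plates passing a quality check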;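 also: median bead fluorescence of bound FAM aptamer so fluorescent compounds give negative values; no value below 0 was filed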
VLA-4 inh = inhibition in human VLA-4 binding assay, primary screen, VLA-4 allosteric modulator project, MLPCN library, flow cytometry, VLA-4 expressing cells; Integrin alpha-4 (Homo sapiens), P13612; ligand binding flow cytometry; inhibition, % (about 7 µM as worked out from the volumes in the protocol); 330,000 compounds, 0.2% hits; AID 2557, 2010; in the data active = inhibition above about 50%
MCL1 BIM primary = inhibitors of MCL1 binding to BIM-BH3, primary screen, biochemical, fluorescence polarization. 320,000 compounds, 0.68% hits. inhibition, % at 10.9 µM. Induced myeloid leukemia cell differentiation protein Mcl-1 (Homo sapiens), Q07820. GST-MCL1 / FITC-Bim-BH3 fluorescence polarization;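 active = inhibition above the mean inhibition of all tested compounds plus 3 SD, set per campaign, cut at about 40% in these data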;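 also: 0% = DMSO wells and 100% = unlabeled Bim-BH3 peptide control; higher means more loss of mP so more displacement of Bim peptide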
Target sequence (Q07820 whole entry, looked up): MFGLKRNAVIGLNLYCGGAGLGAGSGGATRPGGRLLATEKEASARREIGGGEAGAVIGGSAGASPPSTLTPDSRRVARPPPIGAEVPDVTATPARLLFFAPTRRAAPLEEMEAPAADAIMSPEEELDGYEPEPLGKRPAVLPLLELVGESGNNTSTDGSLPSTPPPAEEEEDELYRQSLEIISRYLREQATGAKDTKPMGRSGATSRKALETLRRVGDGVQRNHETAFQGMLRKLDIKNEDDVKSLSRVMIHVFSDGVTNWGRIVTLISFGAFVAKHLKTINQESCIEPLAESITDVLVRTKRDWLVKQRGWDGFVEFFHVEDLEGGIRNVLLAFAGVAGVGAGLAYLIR
Fam108B counter = mouse Fam108B serine hydrolase inhibitors, primary screen, counter-screen for RBBP9 inhibitor project, biochemical, fluorescence polarization; recombinant Fam108B, FP-Rh probe fluorescence polarization; inhibition, % at 9.51 µM; 300,000 compounds, 0.33% hits; AID 1947, 2009;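 active = inhibition above the screen mean inhibition plus 3 SD, computed separately per campaign, cut at about 18% in these data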;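 also: inhibitors lower polarization as less probe binds the enzyme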
PME-1 primary = PME-1 inhibitors via competitive probe labeling, primary screen, biochemical, fluorescence polarization, FP-Rh probe, HTS | Protein phosphatase methylesterase 1 (Homo sapiens), Q9Y570 | recombinant PME-1 | inhibition, % at 5.9 µM | 320,000 compounds, 0.53% hits | AID 2130, 2009;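 active = inhibition above the campaign mean of all compounds plus 3 SD, cut at about 26% in these data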;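 also: competitive labeling of PME-1 active site by serine hydrolase directed probe; 0% = PME-1 with DMSO and 100% = wells lacking PME-1 enzyme; inhibitors block probe labeling so polarization falls and inhibition rises; many of its hits are not listed in these tables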
* = called active by the depositor; / = not tested or not shown. These rows are one share of the data, so the mix of outcomes need not match the whole.

SMILES | BCLXL inh | GLD-1 TGE inh | MEX-5 binding | Efflux pump inh | GRK2 inh | VLA-4 inh | MCL1 BIM primary | Fam108B counter | PME-1 primary
COc1ccc2c(c1OC)C[N+]1([O-])CCc3cc4c(cc3C1C2)OCO4 (stereo not given) | 1 | 1 | -1.2 | -0.1 | 0 | -13 | -3 | 0 | -7
CC(=O)C1=C(O)C(=O)N(c2cccc(C(=O)O)c2)C1c1ccc(F)cc1 (stereo not given) | 5 | 6 | -0.4 | -0.4 | 0 | -3 | -2 | -2 | 3
O=C(c1cc2ccccc2cc1O)N1CCN(c2ccccn2)CC1 | 4 | 2 | -1.2 | 0.0 | 0 | 4 | 1 | -1 | 2
O=C(O)c1ccc(-c2noc(-c3ccc(F)cc3)n2)cc1 | 0 | -6 | 0.1 | 0.0 | 0 | -9 | -12 | -3 | 0
c1ccc(C2=Nc3ccccc3NC(c3ccccc3)C2)cc1 (stereo not given) | 5 | 12 | 3.2 | -0.1 | 1 | 15 | 9 | 5 | 1
COc1ccccc1-c1noc(CSc2nc(N)cc(=O)[nH]2)n1 | 5 | -7 | 0.3 | 0.0 | 2 | 8 | 4 | -2 | 3
CCN(C(=O)CSc1nc2ccc(OC)cc2[nH]1)c1c(N)n(Cc2ccccc2)c(=O)[nH]c1=O | -6 | -3 | -5.0 | -0.2 | 0 | 11 | -6 | -2 | 3
Cc1ccc(C(C)(C)C)c(OCCN2CCCC2)c1 | 8 | 4 | -1.3 | 0.1 | 0 | -1 | 14 | 1 | -3
Cc1nc2sc(C(c3ccccc3)N3CCN(CCO)CC3)c(O)n2n1 (stereo not given) | -2 | -9 | -1.8 | 0.1 | 2 | 20 | -3 | 3 | 6
CCc1nc2oc(C(=O)c3ccccc3)c(N)c2c2c1COC(C)(C)C2 | 5 | -2 | -0.3 | 0.1 | 2 | 3 | -1 | 3 | 0
COc1ccc(/C=N/Nc2cc(N3CCOCC3)nc(C)n2)c(OC)c1 | 1 | 8 | 0.9 | -0.1 | 2 | 11 | 3 | -2 | 13
COCCCNC(=O)CNC(=S)N(Cc1ccccc1F)C1CCCCC1 | 4 | -1 | -0.7 | -0.1 | 3 | -1 | 9 | -2 | 2
O=C(Nc1ccc2c(c1)OCO2)C1CCN(C(=O)c2ccc([N+](=O)[O-])cc2)CC1 | 0 | -2 | 1.6 | 0.0 | 2 | 1 | 0 | 1 | 2
CC(C)=NOc1nc(N2CCOCC2)nc(N2CCOCC2)n1 | 4 | 0 | -0.5 | -0.1 | 0 | 10 | 8 | 6 | 2
Cc1nc2ccccc2c(=O)n1NCc1cccs1 | -1 | 8 | 0.4 | 0.1 | 0 | 11 | -6 | 1 | 3
COc1ccc(Br)cc1C1CC(=O)N2CN(C)CSC2=C1C#N (stereo not given) | 4 | 13 | 4.7 | 0.3 | 1 | 2 | -4 | -2 | 0
Cc1scc(C(=O)NNC(=S)NCc2ccccc2)c1C | -3 | -1 | -0.6 | -0.6 | 7 | 16 | 1 | 4 | 3
O=C(CN1CCOCC1)Nc1ccccc1F | 3 | -4 | 0.6 | 0.0 | 2 | 16 | 15 | -3 | -1
Cc1ccc(S(=O)(=O)NC(C)(C)CN2CCc3ccccc3C2)cc1 | 3 | -6 | 0.2 | 0.2 | 1 | 13 | 5 | 2 | -5
Cc1ccc(OCC(=O)NNC(=O)C(=O)NC(C)(C)C)cc1 | -5 | 1 | -2.3 | 0.0 | 8 | 14 | -1 | 2 | -5
Cc1ccc2nc(SCC(=O)N3CCC(Cc4ccccc4)CC3)nc(=O)n2c1 | -2 | 7 | -5.2 | -0.1 | 2 | 8 | 2 | 0 | -1
O=C(CSc1ncnc2ccccc12)N1CCNC1=O | / | 2 | / | -0.3 | 2 | 1 | / | / | /
COc1ccccc1NC(=O)OC(C)c1ccc(Cl)cc1 (stereo not given) | 2 | -4 | -0.1 | -0.1 | 0 | -24 | 3 | -2 | -3
O=C1Nc2ccc(Br)cc2/C1=C/c1ccc(C(=O)O)cc1 | 5 | -1 | 2.1 | 0.1 | 4 | 12 | 1 | 1 | -1
CCN1C(=O)c2c(C)nc3ccccc3c2C1=O | 9 | 0 | -6.4 | -1.4 | 2 | -2 | 10 | 6 | 8
CCOc1ccc(NC(=O)CN(C)S(=O)(=O)c2cccc3cccnc23)cc1 | -1 | -1 | 1.0 | 0.0 | 4 | 18 | -2 | 0 | 2
COC(=O)C1C(=O)OC(C)(C)C1C(C)C(=O)c1ccc(C)cc1C (stereo not given) | 6 | 5 | -2.6 | 0.1 | 5 | 24 | 3 | 3 | 0
CCOC(=O)C(C)On1c(SC(C)C(=O)OCC)nc2ccccc2c1=O (stereo not given) | 8 | 6 | -0.6 | -0.1 | 0 | 12 | 5 | -2 | -21
CC1CCc2sc(C(=O)NCCCn3ccnc3)cc2C1 (stereo not given) | 6 | 3 | 2.9 | 0.1 | 0 | 24 | 7 | -2 | 5
CSCCC(NS(=O)(=O)c1ccc(C)cc1)C(=O)NC1CCCCCC1 (stereo not given) | 2 | 4 | 0.5 | 0.0 | 0 | 30 | 6 | 1 | -5

Sorted by heavy-atom count (ascending): 5 of the compounds above.
SMILES | BCLXL inh | GLD-1 TGE inh | MEX-5 binding | Efflux pump inh | GRK2 inh | VLA-4 inh | MCL1 BIM primary | Fam108B counter | PME-1 primary
O=C(CN1CCOCC1)Nc1ccccc1F | 3 | -4 | 0.6 | 0.0 | 2 | 16 | 15 | -3 | -1
O=C(CSc1ncnc2ccccc12)N1CCNC1=O | / | 2 | / | -0.3 | 2 | 1 | / | / | /
O=C1Nc2ccc(Br)cc2/C1=C/c1ccc(C(=O)O)cc1 | 5 | -1 | 2.1 | 0.1 | 4 | 12 | 1 | 1 | -1
Cc1ccc(OCC(=O)NNC(=O)C(=O)NC(C)(C)C)cc1 | -5 | 1 | -2.3 | 0.0 | 8 | 14 | -1 | 2 | -5
COc1ccc(Br)cc1C1CC(=O)N2CN(C)CSC2=C1C#N (stereo not given) | 4 | 13 | 4.7 | 0.3 | 1 | 2 | -4 | -2 | 0

Following part
SMILES | BCLXL inh | GLD-1 TGE inh | MEX-5 binding | Efflux pump inh | GRK2 inh | VLA-4 inh | MCL1 BIM primary | Fam108B counter | PME-1 primary
O=C(CSC1=NS(=O)(=O)c2ccccc2N1)c1ccccc1 | 2 | 3 | 0.6 | 0.1 | 0 | -28 | 0 | -1 | -2
O=C1c2ccccc2S(=O)(=O)N1CC(O)Cn1ccc2ccccc21 (stereo not given) | 24 | 16 | -11 | 0.1 | 14 | 1 | 21 | -1 | -5
COc1cccc(OC)c1C(=O)Nc1ccccc1N1CCCC1 | 7 | 5 | 1.7 | -0.1 | 3 | -5 | 9 | -1 | -2
O=C(N=C1SC2CS(=O)(=O)CC2N1c1ccc(Cl)cc1Cl)C1CCCO1 (stereo not given) | -13 | -8 | 0.4 | 0.2 | 7 | 15 | -22 | -11 | 3
CCN1CCCC1CNCc1cc(OC)c(OC)c(OC)c1 (stereo not given) | 6 | -2 | -1.7 | 0.1 | 0 | 1 | -9 | 4 | -2
Cc1cc(C)c(C#N)c(N2CCN(c3ccccc3)CC2)n1 | 3 | 0 | 1.6 | 0.1 | 0 | -8 | -5 | -5 | -1
N#Cc1nc(-c2ccc(OCc3ccc(Cl)cc3)cc2)oc1N1CCC(C(N)=O)CC1 | 5 | 6 | 0.9 | 0.0 | 0 | -16 | -38 | -1 | 2
O=C(C[n+]1cc(-c2ccc(Cl)c(Cl)c2)n2c1CCC2)OCc1ccccc1 | 0 | 6 | 0.0 | 6.4* | 0 | 3 | 3 | -8 | 0
CC(=O)NCCC(=O)Nc1cc(S(=O)(=O)N2CCCCC2)ccc1N1CCCCC1 | 1 | -8 | / | 0.4 | 3 | 28 | 2 | / | -1
Cc1ccc(NC(=O)CSc2nc3[nH]ncc3c(=O)[nH]2)cc1Cl | -6 | 2 | 1.5 | -0.1 | 3 | -6 | -3 | -4 | 0
O=C(C1=C[C@H](c2ccc(C(F)(F)F)cc2)C[C@H](OCc2ccc(CO)cc2)O1)N1CCN(Cc2ccccc2)CC1 | 7 | 9 | 2.4 | 0.5 | 0 | 6 | 9 | -4 | 1
CCOC(=O)N1CCN(S(=O)(=O)c2ccc(Br)cc2)CC1 | 3 | -3 | -4.4 | 0.1 | 1 | 3 | 12 | 3 | -2
CCN1CCN(CCCCSc2ccccc2)CC1 | 4 | 9 | -3.2 | 0.0 | 0 | 5 | 7 | -1 | -1
O=C(Cc1cccs1)Nc1cccc([N+](=O)[O-])c1 | 2 | 0 | 0.0 | -0.1 | 6 | 2 | 15 | 5 | -1
CCCN(C(=O)c1cc(C)ccc1C)c1c(N)n(Cc2ccccc2)c(=O)[nH]c1=O | -6 | 7 | / | 0.0 | 0 | 47 | 3 | / | 3

Single values from the entries so far:
Under Efflux pump inh, O=C(Cc1cccs1)Nc1cccc([N+](=O)[O-])c1 shows -0.1
Under BCLXL inh, CCN1CCN(CCCCSc2ccccc2)CC1 shows 4

Additional compounds follow:
SMILES | BCLXL inh | GLD-1 TGE inh | MEX-5 binding | Efflux pump inh | GRK2 inh | VLA-4 inh | MCL1 BIM primary | Fam108B counter | PME-1 primary
COc1ccc(CNC(=O)CNC(=O)c2c(C)nn(C)c2Cl)cc1 | 3 | 5 | -1.2 | 0.1 | 2 | 9 | 6 | -1 | 0
Cc1occc1-c1nnc(SCC(=O)N2CC(=O)Nc3ccccc32)n1CC(C)C | 3 | -2 | -3.0 | 0.1 | 0 | -10 | -12 | 0 | -1
CCCN(CCC)S(=O)(=O)c1ccc(C)cc1 | -1 | 3 | -2.6 | 0.1 | 2 | 4 | 0 | 0 | 3
COc1cc(NC(=O)CN2C(=O)c3ccccc3S2(=O)=O)c(OC)cc1Cl | 0 | 3 | -2.3 | 0.0 | 0 | 5 | 2 | 0 | -1
COc1ccccc1NC(=O)C1C2C=CC3(CN(Cc4cccnc4)C(=O)C13)O2 (stereo not given) | 2 | 7 | -1.5 | 0.0 | 2 | -15 | -4 | -1 | -5
CCCCN(C(=O)C1=NN(c2ccccc2)C(=O)CC1)c1c(N)n(CC(C)C)c(=O)[nH]c1=O | -1 | 3 | / | -0.1 | 0 | 6 | 3 | / | 4
COc1ccc([C@@H]2[C@@H]3C(=O)N(C(C)(C)C)C(=O)[C@@H]3[C@]3(CC(C)C)C(=O)N(c4cccc(F)c4)C(=O)N23)cc1 | -4 | -5 | 1.6 | 0.1 | 0 | 7 | -3 | 1 | 0
